# ELG1 genotoxic: qHTS screen for small molecules that induce genotoxicity in human embryonic kidney (HEK293T) cells expressing luciferase-tagged ELG1; HEK293T ELG1-luciferase reporter, luminescence, 16 h; Potency, µM (series often up to 46 µM), without a hit: at the top dose activity change, positive = activation, hits mostly activators; actives 1.3% (n = 330,000); AID 504466, 2011; note: potency is the fitted concentration of half-maximal effect; % of control where 0% means no effect; nearly all actives have a fitted effect of over 60% in size
#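 Genotoxicity was scored as increased ELG1-luciferase reporter signal, measured by ONE-Glo luminescence (30 min, room temperature). Compound or vehicle exposure of the HEK293T reporter cells lasted 16 hr at 37°C.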
# BRCA1 expr act: qHTS Assay to Identify Small Molecule Activators of BRCA1 Expression; MCF7-BRCA1-FFLuc reporter, luminescence, 48 h; response scale: scaled: vehicle 0%, 10 µM genistein 100%; Potency, µM (series often up to 46.1 µM), for the others: at the highest dose activation, most hits filed as activators; actives 1.1% (n = 380,000); AID 624202, 2012; note: potency is the fitted concentration of half-maximal effect; nearly all actives have a fitted effect of over 80% in size; some results filed as inactive show a strong effect at the top dose
#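 Compounds are tested at multiple concentrations on MCF7 BRCA1-luciferase reporter cells seeded at 2000 per well; after 48 h, a single luminescence end-point is taken and curves fitted to the normalized data.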
# Giardia kill: Small Molecules that selectively kill Giardia lamblia: qHTS. activity change, % at 7.66 µM, hits read low. actives 0.15% (n = 340,000). Giardia lamblia trophozoite viability; in the data active = activity change below about -80%; inconclusive = between about -30% and that limit;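 note: parasites exposed to compound for two days anaerobically before the ATP read; % is set by controls: 0 for no effect and ±100 for the full control effect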
#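 Luminescent ATP signal served as the viability read-out, measured 15-30 min after adding ATP detection reagent to trophozoites that had been incubated with compounds for 48 hrs at 37 deg C anaerobically at 100 cells/well.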
# p53 reactivator: qHTS assay for re-activators of p53 using a Luc reporter | H1299 p53-A138V BP100-luciferase reporter, luminescence, 24 h | Potency, µM (doses to about 92.2 µM), inactives show at the top dose activity change, positive = activation, usual class: activators | actives 0.063% (n = 320,000); note: potency is the fitted concentration of half-maximal effect; % of control where 0% means no effect; nearly all actives have a fitted effect of over 45% in size
#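 p53-null H1299 cells stably carrying temperature-sensitive p53-A138V and a BP100-luciferase reporter were pinned with compounds (4-point, 1:5 series) and held 24 hrs at 37 deg C. Luminescence was read 10 min after detection reagent.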
# Menin-MLL TR inh: qHTS Assay for Inhibitors Targeting the Menin-MLL Interaction in MLL Related Leukemias: Competition With Texas Red Labeled MLL-derived Mutant Peptide; Menin + Texas Red MLL mutant peptide, fluorescence polarization; Potency, µM (doses to about 61.6 µM), inactives show at the top dose FP activity change, negative = inhibition, actives largely listed as inhibitors; actives 0.23% (n = 270,000); active = well fitted inhibition curve with a large enough effect in the polarisation, with a control signal flat, not every such curve was filed as active; inconclusive = small, poorly fitted or top-dose-only effect, or effect the other way, or a change in a side signal; inactive = no such curve, though single readings can be large or run the other way; the % refers to the polarisation; note: potency is the fitted concentration of half-maximal effect; % of control where 0% means no effect; many of its hits are not listed in these tables
# Gal4-VP16 FLuc: VP16 counterscreen qHTS for inhibitors of ROR gamma transcriptional activity; Drosophila S2 Gal4-VP16 UAS-luciferase, luminescence, 20 h; Potency, µM (doses to about 53.6 µM), inactives show top-dose activity, negative = inhibition, most hits filed as inhibitors; actives 3.5% (n = 310,000);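 note: Gal4-VP16 expression switched on by copper sulfate through the metallothionein promoter; potency is the fitted concentration of half-maximal effect; % is set by controls: 0 for no effect and ±100 for the full control effect; nearly all actives have a fitted effect of over 50% in size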
# PKM2 activator: qHTS Assay for Activators of Human Muscle isoform 2 Pyruvate Kinase | actives 0.34% (n = 260,000) | purified PKM2, Kinase-Glo ATP luminescence, activation; response scale: 0% is enzyme alone, no compound | Pyruvate kinase PKM (Homo sapiens), P14618 | Potency, µM (series often up to 57.5 µM), for inactives: at the highest dose activation, usual class: activators; note: potency is the fitted concentration of half-maximal effect; % is set by controls: 0 for no effect and ±100 for the full control effect; nearly all actives have a fitted effect of over 55% in size
# Target sequence (P14618 whole entry, looked up, canonical isoform): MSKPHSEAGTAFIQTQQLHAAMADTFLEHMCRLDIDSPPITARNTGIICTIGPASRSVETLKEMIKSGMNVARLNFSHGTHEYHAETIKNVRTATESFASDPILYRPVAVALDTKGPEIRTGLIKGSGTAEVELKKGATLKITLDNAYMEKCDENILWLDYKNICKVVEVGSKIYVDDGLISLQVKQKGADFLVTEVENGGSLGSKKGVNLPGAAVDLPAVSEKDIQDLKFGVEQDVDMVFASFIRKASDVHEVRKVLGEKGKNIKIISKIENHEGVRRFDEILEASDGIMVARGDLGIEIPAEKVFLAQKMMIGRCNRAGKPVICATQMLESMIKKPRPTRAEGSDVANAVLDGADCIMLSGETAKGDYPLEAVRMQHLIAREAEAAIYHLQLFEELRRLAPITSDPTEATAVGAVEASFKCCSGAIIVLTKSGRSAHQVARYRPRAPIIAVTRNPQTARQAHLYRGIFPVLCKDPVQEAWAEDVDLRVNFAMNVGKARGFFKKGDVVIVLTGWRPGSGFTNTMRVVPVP
#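 Purified hPK-M2 (>95% pure) converted ADP (0.1 mM final) to ATP with 0.5 mM PEP in 50 mM imidazole pH7.2, KCl, MgCl2, Tween 20, BSA; 1 h at room temperature. ATP detected by Kinase-Glo luminescence.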
# FLuc modulator: qHTS profiling assay for firefly luciferase inhibitor/activator using purifed enzyme and Km concentrations of substrates (counterscreen for miR-21 project); Luciferin 4-monooxygenase (Photinus pyralis), P08659; purified FLuc, Km substrates, luminescence inhibition; Potency, µM (doses to about 57.5 µM), for inactives: at the top dose activity change, negative = inhibition, actives largely listed as inhibitors; actives 6.9% (n = 360,000); AID 588342, 2011;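 note: potency is the fitted concentration of half-maximal effect; plate controls were vehicle for no effect and reference inhibitor for full effect; nearly all actives have a fitted effect of over 55% in size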
# Target sequence (P08659 whole entry, looked up): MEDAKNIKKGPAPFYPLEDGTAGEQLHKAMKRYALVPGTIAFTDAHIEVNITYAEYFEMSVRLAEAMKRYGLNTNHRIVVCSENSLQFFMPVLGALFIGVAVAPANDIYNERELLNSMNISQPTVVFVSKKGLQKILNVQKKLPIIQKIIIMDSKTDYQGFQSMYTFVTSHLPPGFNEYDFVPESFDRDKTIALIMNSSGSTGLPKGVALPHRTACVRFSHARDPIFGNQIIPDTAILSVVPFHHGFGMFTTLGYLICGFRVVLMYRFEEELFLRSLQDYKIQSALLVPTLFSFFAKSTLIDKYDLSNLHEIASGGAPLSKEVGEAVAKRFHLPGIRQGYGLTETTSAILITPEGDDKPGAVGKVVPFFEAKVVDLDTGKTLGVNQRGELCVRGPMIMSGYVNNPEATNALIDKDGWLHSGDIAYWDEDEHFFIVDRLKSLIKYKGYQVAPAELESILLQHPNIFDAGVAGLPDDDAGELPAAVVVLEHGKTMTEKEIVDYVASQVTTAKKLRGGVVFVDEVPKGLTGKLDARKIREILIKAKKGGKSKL
#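 Purified P. pyralis luciferase, 10 nM final, with Km-level 10 uM D-luciferin and 10 uM ATP in 50 mM Tris acetate pH 7.5, 10 mM Mg acetate, 0.01% Tween-20, 0.05% BSA; 6-point qHTS titration about 60 µM downward; luminescence read.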
# NPC1 prom act: qHTS Assay for NPC1 Promoter Activators; Huh7 NPC1 promoter luciferase reporter, 24 h; Potency, µM (titrated, usually from 9.22 µM), inactives show at the top dose activation, most hits filed as activators; actives 2.4% (n = 320,000); AID 485313, 2010;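 note: potency is the fitted concentration of half-maximal effect; % of control where 0% means no effect; nearly all actives have a fitted effect of over 60% in size; reporter is driven by a mutant NPC1 promoter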
#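 Stable NPC1-promoter luciferase Huh7 line; cpd (DMSO) 24 h, 37 °C, 5% CO2; Amplite luciferase reagent 10 min RT; luminescence readout. qHTS format.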
# RORg inh: qHTS for inhibitors of ROR gamma transcriptional activity. Nuclear receptor ROR-gamma (Mus musculus), P51450. Drosophila S2 Gal4-RORgamma UAS-luciferase reporter, 20 h. Potency, µM (top dose mostly 53.6 µM), for inactives: at the highest dose activity change, negative = inhibition, hits mostly inhibitors. actives 5.4% (n = 310,000). AID 2551, 2010; note: potency is the fitted concentration of half-maximal effect; % is set by controls: 0 for no effect and ±100 for the full control effect; nearly all actives have a fitted effect of over 60% in size
#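 Using a luciferase readout, inhibitors were identified by reduced reporter activity in Drosophila cells coexpressing a copper-inducible Gal4–ROR gamma fusion and UAS-driven Photinus luciferase, incubated 20 hr after 700 uM copper sulfate.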
# Rab9 promoter act: qHTS Assay for Rab9 Promoter Activators; Potency, µM (doses to about 9.22 µM), for the others: top-dose activation, negative = inhibition, most hits filed as activators; Huh7 Rab9 promoter-luciferase reporter, luminescence, 24 h; AID 485297, 2010; actives 2.8% (n = 320,000); note: potency is the fitted concentration of half-maximal effect; % of control where 0% means no effect; nearly all actives have a fitted effect of over 60% in size
#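 Measured in stably transfected Huh7 cells bearing a Rab9 promoter–luciferase construct: 24 h compound treatment at 37 °C, followed by luminescence detection.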
# * = called active by the depositor; ? = inconclusive; nt = no result given; & = joins results of further samples; [ ] = remark or other dose. Unless noted, calls come from the whole dose curve; as a rule, active = well fitted curve in the direction sought with a large enough effect; inconclusive = small, poorly fitted or top-dose-only effect, or another doubt; inactive = no such curve, though single readings can be large; an effect the other way counts as inactive or inconclusive. Some of the compounds tested. The share of hits here may be higher or lower than overall.
SMILES,ELG1 genotoxic,BRCA1 expr act,Giardia kill,p53 reactivator,Menin-MLL TR inh,Gal4-VP16 FLuc,PKM2 activator,FLuc modulator,NPC1 prom act,RORg inh,Rab9 promoter act
O=C(c1ccc(Cl)cc1Cl)N1CCC(c2nc3c(nnn3Cc3ccco3)c(=O)[nH]2)CC1,2%,-29%,19,-10%,0%,-3%,1%,3%,-8%,?,-20%
C=C(C)[C@@H](O)COc1c2ccoc2cc2oc(=O)ccc12,2%,-6%,-5,-19%,nt,nt,nt,-1%,0%,nt,1%
COc1ccc(NC(=O)Cc2coc3ccc4ccccc4c23)cc1S(=O)(=O)N1CCOCC1,0%,-37%,-6,-3%,6%,-7%,-2%,13µM*,-4%,13%[10 µM],-5%
CC1CCN(C(=O)c2cc(F)c(F)cc2Cl)CC1,0%,1%,1,-2%,-11%,6%,1%,-3%,-2%,-5%,-4%
COc1ccc(CNC(=O)C2CC(C)=C(C)CC2C(=O)O)cc1 (stereo not drawn),2%,-2%,5,-8%,-16%,10%,-10%,0%,0%,9%,-2%
CCCc1nc2oc3c(Cl)ncnc3c2c2c1CCCC2,0%,-4%,?,-4%,nt,-3%,-11%,1%,-12%,5%,-5%
CCNc1cc(O)ccc1C,1%,-18%,-10,8%,nt,-5%,nt,1%,1%,11%,-13%
CC(C)C(O)C1CCN(Cc2nc(-c3cccs3)no2)CC1 (stereo not drawn),-5%,?,-8,2%,7%,2%,4%,-2%,-5%,31%,-1%
O=C(CCn1nc(-c2ccccc2)ccc1=O)N1CCOCC1,7%,7%,-12,5%,-6%,3%,4%,1%,3%,6%,9%
COc1ccc(Cn2nc(C)cc2C)cc1OC,-5%,-7%,9,4%,5%,0%,-1%,2%,-1%,2%,-8%
O=C1c2ccsc2SCCN1Cc1ccc(F)cc1,-12%,-10%,19,-5%,-16%,-17%,nt,-3%,-3%,7%,-1%
O=C(COc1ccccc1)N1CCN=C1SCc1cccnc1,-1%,-10%,-16,5%,3%,-4%,5%,2%,-1%,-27%,-9%
CC(C)CSc1nc2c(=O)[nH][nH]c(=O)c2n1Cc1ccccc1,0%,-17%,-13,-5%,9%,-5%,-2%,?,0%,?,-1%
Cc1nc(-c2ccccc2)sc1C(=O)NN,-9%,-51%,-6,-1%,6%,11µM*,0%,4%,-5%,13µM*,-10%
Cc1cc(C)c2c(n1)SCC(=O)N2CC(=O)Nc1c(C)cccc1C,-1%,0%&9%,36[activator],12%,6%,-6%,-8%,2%&0%,-1%,-14%,4%
CC1CCN(C(=O)c2cc3c(=O)n4ccccc4nc3s2)CC1,?,?,0,11%,3%,4%,nt,?,?,18%,?
CCC1(CC)Cc2ccccc2-c2nc(NN)[nH]c(=O)c21,-7%,-15%,-6,-2%,nt,16µM*,0%,6%,2%,10µM*,-1%
CCOC(=O)C1CCN(C(=O)C2CCN(S(=O)(=O)c3cc(Cl)ccc3OCC)CC2)CC1,-4%,-21%,-5,nt,-20%,nt,3%,0%,-3%,nt,-1%
CC(=O)COc1ccc2c(-c3cccc([N+](=O)[O-])c3)cc(=O)oc2c1,2%,-8%,1,1%,12%,5%[10 µM],-6%,4%,-2%,2%,-1%
Cc1cc(OCC(=O)NCCCN2CCCC2=O)c2c(C)cc(=O)oc2c1,4%,-17%,32[activator],3%,nt,0%,nt,-1%,-6%,-4%,7%
CCCC(=O)NC(C)c1nc2ccccc2[nH]1 (stereo not drawn),-3%,29%,18,6%,6%,-6%,0%,0%,0%,-25%,-4%
COc1cc(/C=N/NC(=O)c2cccnc2)ccc1OCC(=O)N1CCOCC1,-3%,-13%,0,-4%,0%,25%,9%,-2%,-1%,24%,11%
OC1CCN(C(=S)Nc2ccc(Nc3ccccc3)cc2)CC1,?,3%,-3,19%,8%,0%[10 µM],-4%,?,19%,-30%,24%
C=C1c2ccccc2NC(=S)N1Cc1ccc2c(c1)OCO2,?,31%,25,-3%,-1%,?,9%,?,9%,3.2µM*,?
COc1ccc(C2Nc3ccccc3C(=O)N2NS(=O)(=O)c2ccc(C)cc2)cc1 (stereo not drawn),6%,-4%,-23,-2%,-19%,-5%,9%,-14%,-6%,36%,-1%
CN1CCN(c2nc3c(c(=O)[nH]c(=O)n3C)n2CC(N)=O)CC1,0%,-1%,-1,-3%,4%,-10%,-8%,3%,-5%,-9%,-2%
CN(Cc1c(C(=O)N2CCc3ccccc3C2)nc2ccc(Cl)cn12)C(C1CC1)C1CC1,-7%,-15%,-4,1%,?,-17%,2%,0%,-2%,-16%,-1%
Cc1cc(C)c2c(=O)[nH]cnc2n1,0%,-1%,2,2%,-5%,-5%,4%,-11%,-5%,21%,7%
COc1ccccc1N1CCN(C(=O)CCc2ccc(S(=O)(=O)NCC(C)C)cc2)CC1,nt,9%,-19,nt,-4%,16%,0%,3%,nt,?,nt
Cc1nc2ccc(S(=O)(=O)NC(C(=O)Nc3nccs3)C(C)C)cc2s1 (stereo not drawn),-4%,0%,14,1%,-24%,2%,0%,7%,-3%,8%,2%
Cc1ccccc1NC(=O)c1c(O)c2cccc3c2n(c1=O)CC3,8%,nt,nt,5%,8%,22%,2%,6%,21%,-2%,?
COc1ccc(C(=O)CSc2nnc(NC(=O)C3CC(=O)N(c4ccccc4C)C3)s2)cc1 (stereo not drawn),-7%,18%,-20,-6%,?,8%,-4%,-8%,1%,-5%,-2%
COc1cc(NC(=O)c2cc(-c3ccco3)on2)c(OC)cc1Cl,1%,-78%,3,-14%,28%,-12%,0%,1%,?,-4%,13%
O=C(c1ccc(-n2cccc2)cc1)N1CCOCC1,-2%,19%,6,-5%,0%,2%,4%,7%,1%,26%,-1%
CC(C(=O)Nc1ccc(N(C)C)cc1)N1C(=O)c2ccccc2S1(=O)=O (stereo not drawn),7%,-3%,-15,8%,nt,nt,nt,-20%,2%,nt,2%
Cc1cccc(N2C(=O)C3CCCN3C2=S)c1C (stereo not drawn),-1%,-1%,-10,-10%,nt,nt,nt,-17%,-5%,nt,-4%
C[C@@H](NC(=O)c1nc[nH]c1C(=O)N1CCc2ccccc2C1)c1ccccc1,0%,0%,9,-6%,nt,nt,nt,4%,1%,nt,-4%
O=C(N[C@H]1CCCCNC1=O)c1cc(COc2ccc(F)cc2F)on1,5%,?,22,14%,-9%,?,nt,?,23%,16%,21%
O=C(NCCc1ccccc1)C1CCN(S(=O)(=O)N2CCOCC2)CC1,2%,12%,36[activator],-5%,nt,1%,nt,1%,-1%,5%,-4%
CC12CCC(C(=O)OC3CCCCC3)(OC1=O)C2(C)C (stereo not drawn),-5%,-15%,10,nt,0%,2%,-3%,-2%,1%,1%,0%
CSCC(C)N1CCC(n2nccc2NC(=O)c2ccccc2C)CC1 (stereo not drawn),4%,-10%,2,24%,nt,2%,-4%,0%,-3%,5%,5%
N#Cc1ccc(S(=O)(=O)NC2CCCCNC2=O)cc1 (stereo not drawn),1%,3%,-8,14%,-1%,14%,nt,1%,-7%,-1%,1%
CC(=O)C1=C(C)Nc2ncnn2C1c1ccc(Br)cc1 (stereo not drawn),9%,-42%,2,-1%,22%,-19%,nt,-1%,-3%,8%,1%
Cc1cc(=O)[nH]c(SCC(=O)Nc2ccc3c(c2)OCCO3)n1,-3%,18%,5,-1%,11%,-10%,3%,0%,-39%[inhibitor],38%,-42%[inhibitor]
CCc1ccccc1Nc1nc2ccccc2n1CC,-4%,-9%,-9,-6%,-20%,?,6%,-3%,0%,14µM*,-3%
CCOCCOC(=O)c1[nH]c2c(c1C)C(=O)CC(c1ccccc1)C2 (stereo not drawn),?,-51%,-6,11%,-4%,-11%,nt,-8%,-14%,29%,-23%
O=C(CSCCO)Nc1cc(C(F)(F)F)ccc1Cl,-1%,2%,5,-4%,18%,-4%,1%,-1%,0%,-4%,1%
O=C(O)c1ccc(CSc2nnc(-c3ccncc3)n2-c2ccc(Cl)cc2)cc1,2%,11%,9,7%,0%,-4%,1%,-2%,-7%,-9%,0%

# Screens as filed in PubChem.
